Compound activity deposited in PubChem BioAssay by several laboratories.
FadD28 FP inh – inhibitors of FadD28 bisubstrate probe binding, primary screen, biochemical, fluorescence polarization, single point; AID 588549, 2011; Mycobacterium tuberculosis FadD28 fatty-acid-AMP ligase; inhibition, % at 12.5 µM; 360,000 compounds, 0.22% hits; in the data active = inhibition above about 8.5%, passing the limit was not always enough; inconclusive = no clear call, values can overlap the other calls
VHR inh abs – VHR1 phosphatase inhibitors, primary screen, biochemical, absorbance, uHTS; 290,000 compounds, 0.52% hits; recombinant VHR phosphatase, pNPP absorbance; Dual specificity protein phosphatase 3 (Homo sapiens), P51452; inhibition, % at 13.3 µM; in the data active = inhibition above about 50%; also: some compounds called inactive have numbers as strong as hits
Target sequence (P51452 whole entry, looked up): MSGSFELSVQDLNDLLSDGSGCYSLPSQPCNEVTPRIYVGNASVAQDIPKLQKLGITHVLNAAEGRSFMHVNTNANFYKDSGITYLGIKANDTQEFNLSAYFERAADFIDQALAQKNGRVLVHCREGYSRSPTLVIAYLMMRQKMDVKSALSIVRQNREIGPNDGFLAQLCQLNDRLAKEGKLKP
MazF activator – activators of E. coli MazEF toxin-antitoxin RNase, primary screen, biochemical, fluorescence, uHTS. Endoribonuclease toxin MazF (Escherichia coli (strain K12)), P0AE70. FAM/BHQ RNA-DNA oligo cleavage fluorescence, 5 h. activation, % at 20 µM. 350,000 compounds, 0.32% hits. AID 504720, 2011; in the data active = activation above about 50%
Target sequence (P0AE70 whole entry, looked up): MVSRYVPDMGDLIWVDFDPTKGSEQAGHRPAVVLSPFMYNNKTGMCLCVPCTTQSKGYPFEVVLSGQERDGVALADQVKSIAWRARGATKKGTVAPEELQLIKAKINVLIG
Rv3671c inh – Rv3671c serine protease inhibitors, primary screen, biochemical, fluorescence polarization, M. tuberculosis H37Rv; P9WHR9; inhibition, % at 5.96 µM; AID 2606, 2010; 320,000 compounds, 0.048% hits; in the data active = inhibition above about 38%;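 also: extracellular domain of Rv3671c used as enzyme; 0% = enzyme with DMSO and 100% = no enzyme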
Mtb FBA inh – Mtb FBA enzyme inhibitors, primary screen, biochemical, fluorescence, strain H37Rv | Fructose-bisphosphate aldolase (Mycobacterium tuberculosis (strain ATCC 25618 / H37Rv)), … | purified M. tuberculosis FBA, fluorescence read-out | inhibition, % at 1 µM | 360,000 compounds, 2.3% hits | AID 588726, 2011; in the data active = inhibition above about 27%;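 also: 0% = vehicle and 100% = reference inhibitor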
Target sequence (P9WQA3 whole entry, looked up): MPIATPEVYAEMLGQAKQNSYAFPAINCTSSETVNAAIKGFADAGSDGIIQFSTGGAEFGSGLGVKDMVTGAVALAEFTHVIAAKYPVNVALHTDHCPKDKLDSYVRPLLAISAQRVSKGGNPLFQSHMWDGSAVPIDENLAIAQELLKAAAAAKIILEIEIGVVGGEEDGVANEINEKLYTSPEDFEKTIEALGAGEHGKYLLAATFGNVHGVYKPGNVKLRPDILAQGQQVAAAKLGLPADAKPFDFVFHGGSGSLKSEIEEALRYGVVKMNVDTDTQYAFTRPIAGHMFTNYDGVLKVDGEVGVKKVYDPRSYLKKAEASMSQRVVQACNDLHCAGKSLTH
CCHF vOTU inh – CCHFV vOTU protease inhibitors, primary screen, biochemical, Pep-AMC substrate, fluorescence | Crimean-Congo hemorrhagic fever virus L polyprotein viral ovarian tumor (vOTU) protease … | inhibition, % at 11.5 µM | 370,000 compounds, 0.55% hits | AID 651958, 2012; also: 0% = vehicle wells with enzyme and 100% = no enzyme wells
Mtb BioA inh – M. tuberculosis BioA enzyme inhibitors, primary screen, biochemical, plate reader, single point, HTS | 7,8-diaminopelargonic acid synthase BioA (Mycobacterium tuberculosis) | purified M. tuberculosis BioA enzyme | inhibition, % at 9.99 µM | 360,000 compounds, 0.096% hits; in the data active = inhibition above about 40%; inconclusive = no clear call, values can overlap the other calls
BoNT F protease – BoNT/F light chain protease inhibitors, primary screen, biochemical, flow cytometry, MLPCN library. Botulinum neurotoxin type F light chain protease (Clostridium botulinum). Multiplex microsphere protease cleavage assay. inhibition, % at 10 µM. 360,000 compounds, 0.22% hits. AID 588497, 2011; in the data active = inhibition above about 35%, passing the limit was not always enough; inconclusive = no clear call, values can overlap the other calls; also: plate controls were buffer without enzyme for full effect and enzyme alone for no effect
Mtb UGM inh – M. tuberculosis UGM enzyme inhibitors, primary screen, biochemical, fluorescence polarization, single point; UDP-galactopyranose mutase (Mycobacterium tuberculosis (strain ATCC 25618 / H37Rv)), …; inhibition, % at 10 µM; purified UGM, fluorescence polarization probe displacement; AID 504406, 2011; 320,000 compounds, 0.06% hits; in the data active = inhibition above about 10%, passing the limit was not always enough; inconclusive = no clear call, values can overlap the other calls
GDH-TPI counter – GDH-TPI coupling enzyme inhibitors, primary screen, artefact control for M. tuberculosis FBA inhibitor project, biochemical, absorbance, full deck; inhibition, % at 4.8 µM; AID 588335, 2011; 360,000 compounds, 1.2% hits; GDH-TPI coupled enzyme counterscreen, NADH absorbance;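 also: 0% = DMSO wells and 100% = wells lacking the enzyme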
Numbers without * were called inactive; ? = inconclusive; / = no result given. Rule as the data show it, unless noted: active = inhibition above about 30%; inactive = the rest.

Keys: A = FadD28 FP inh; B = VHR inh abs; C = MazF activator; D = Rv3671c inh; E = Mtb FBA inh; F = CCHF vOTU inh; G = Mtb BioA inh; H = BoNT F protease; I = Mtb UGM inh; J = GDH-TPI counter
> CCC(OC(=O)c1cccs1)C(=O)NC1CCCCC1 (centres undefined)
  A = 0.2 | B = 3 | C = 5 | D = -1 | E = 1 | F = -7 | G = / | H = -6 | I = 0.0 | J = 9

> O=C(CC(c1ccccc1)c1cc(Cl)ccc1O)N1CCCC1 (centres undefined)
  A = -6.6 | B = 21 | C = 1 | D = 8 | E = -5 | F = 15 | G = 0.2 | H = 5 | I = 0.3 | J = -2

> CCN(C(=O)COC(=O)/C=C/c1ccc(OC)c(OC)c1)c1c(N)n(Cc2ccccc2)c(=O)[nH]c1=O
  A = -2.3 | B = / | C = 5 | D = / | E = 10 | F = 11 | G = 1.9 | H = -15 | I = / | J = 20

> COc1ccc(C(=O)N/C(=C/c2ccco2)C(=O)NCc2ccco2)cc1
  A = / | B = 25 | C = 11 | D = 2 | E = 0 | F = 4 | G = -0.9 | H = 2 | I = 1.8 | J = 6

> COc1ccc(NC(=S)N2CCCC2)cc1OC
  A = -1.8 | B = 25 | C = 2 | D = -11 | E = -1 | F = -4 | G = / | H = -4 | I = -2.3 | J = 2

> Cc1ccc(Cc2ccc(C(=O)NNC(N)=S)o2)cc1
  A = 1.4 | B = -23 | C = 3 | D = 6 | E = 3 | F = -4 | G = 0.5 | H = 1 | I = 2.7 | J = 3

> CC(=O)c1ccc(OCc2ncc(C(F)(F)F)cc2Cl)cc1
  A = -0.2 | B = 20 | C = -3 | D = -1 | E = 2 | F = -6 | G = / | H = ? | I = -0.1 | J = 2

> NS(=O)(=O)c1ccc(NC(=S)NCc2ccco2)cc1
  A = -0.7 | B = 15 | C = -2 | D = 3 | E = 0 | F = 6 | G = / | H = 1 | I = -1.5 | J = 2

> Cc1onc(-c2ccccc2Cl)c1C(=O)Nc1ccc(-n2nncc2-c2ccco2)cc1
  A = -0.5 | B = 10 | C = -12 | D = -6 | E = 2 | F = / | G = 3.1 | H = -4 | I = -3.4 | J = 9

> COc1ccccc1-c1ccc(Nc2cccc(C(C)=O)c2)nn1
  A = -2.6 | B = 10 | C = -5 | D = -3 | E = 0 | F = 10 | G = 3.0 | H = -5 | I = 2.1 | J = 17

Structural class: the entries above containing a halogen
Keys: A = FadD28 FP inh; B = VHR inh abs; C = MazF activator; D = Rv3671c inh; E = Mtb FBA inh; F = CCHF vOTU inh; G = Mtb BioA inh; H = BoNT F protease; I = Mtb UGM inh; J = GDH-TPI counter
> O=C(CC(c1ccccc1)c1cc(Cl)ccc1O)N1CCCC1 (centres undefined)
  A = -6.6 | B = 21 | C = 1 | D = 8 | E = -5 | F = 15 | G = 0.2 | H = 5 | I = 0.3 | J = -2

> CC(=O)c1ccc(OCc2ncc(C(F)(F)F)cc2Cl)cc1
  A = -0.2 | B = 20 | C = -3 | D = -1 | E = 2 | F = -6 | G = / | H = ? | I = -0.1 | J = 2

> Cc1onc(-c2ccccc2Cl)c1C(=O)Nc1ccc(-n2nncc2-c2ccco2)cc1
  A = -0.5 | B = 10 | C = -12 | D = -6 | E = 2 | F = / | G = 3.1 | H = -4 | I = -3.4 | J = 9

Continued:
Keys: A = FadD28 FP inh; B = VHR inh abs; C = MazF activator; D = Rv3671c inh; E = Mtb FBA inh; F = CCHF vOTU inh; G = Mtb BioA inh; H = BoNT F protease; I = Mtb UGM inh; J = GDH-TPI counter
> CCOC(=O)Cc1csc(NC(=O)c2c(O)c3ccccc3n(CCC(C)C)c2=O)n1
  A = -1.8 | B = 7 | C = 3 | D = -18 | E = -3 | F = -20 | G = / | H = -6 | I = 2.4 | J = 7

> CC(=O)c1ccc(NC(=O)CSc2nc(=O)n(CCN3CCOCC3)c3c2CCC3)cc1
  A = -1.9 | B = / | C = 1 | D = -1 | E = -2 | F = 10 | G = 8.8 | H = 1 | I = -0.5 | J = 8

> COc1ccc(C(=O)N/C(=C\c2cn(C)c3ccccc23)C(=O)NCCCn2ccnc2)cc1
  A = -2.7 | B = 6 | C = 8 | D = 2 | E = -1 | F = 18 | G = 5.9 | H = 6 | I = 0.1 | J = 41*

> CCOC(=O)c1sc2nc(CSCC(=O)OCc3ccc(C(=O)OC)o3)[nH]c(=O)c2c1C
  A = -2.4 | B = 15 | C = -1 | D = -9 | E = 9 | F = 3 | G = -0.6 | H = -14 | I = 0.8 | J = 13

> Cc1ccc(/C=N/NC(=O)c2cccs2)s1
  A = -3.0 | B = -10 | C = 1 | D = -12 | E = -2 | F = 20 | G = 1.9 | H = -2 | I = 3.3 | J = 23

> O=C(Nc1cccc2c1[nH]c(=O)c1ccccc12)C(F)(F)F
  A = -4.7 | B = / | C = 11 | D = / | E = -2 | F = -4 | G = 0.1 | H = 3 | I = / | J = 6

> CN(C)C(CNC(=O)CCNC(=O)c1ccccc1Cl)c1ccco1 (centres undefined)
  A = -1.7 | B = / | C = 4 | D = 7 | E = 0 | F = 7 | G = 0.2 | H = -7 | I = -0.5 | J = 6

> Cc1cc(NC(=O)Cn2nc(C(F)(F)F)c3c2CCC3)no1
  A = -5.4 | B = 7 | C = 0 | D = 3 | E = 1 | F = 8 | G = -2.3 | H = -3 | I = -3.3 | J = -8

> COc1ccccc1NC(=O)c1sc(NC(=O)c2ccco2)c(C#N)c1C
  A = -1.1 | B = 37 | C = -3 | D = -12 | E = 2 | F = -9 | G = / | H = 4 | I = 1.9 | J = 8

> O=C(CCCNC(=O)c1ccc(Cl)cc1)NCc1ccc(F)cc1
  A = -1.1 | B = 31 | C = 3 | D = -7 | E = 5 | F = 11 | G = -0.1 | H = 2 | I = -3.2 | J = 0

Limited to MazF activator, Mtb UGM inh and Mtb FBA inh, for some of the entries so far:
SMILES	MazF activator	Mtb UGM inh	Mtb FBA inh
CCOC(=O)c1sc2nc(CSCC(=O)OCc3ccc(C(=O)OC)o3)[nH]c(=O)c2c1C	-1	0.8	9
Cc1ccc(/C=N/NC(=O)c2cccs2)s1	1	3.3	-2
O=C(Nc1cccc2c1[nH]c(=O)c1ccccc12)C(F)(F)F	11	/	-2
CN(C)C(CNC(=O)CCNC(=O)c1ccccc1Cl)c1ccco1 (centres undefined)	4	-0.5	0

Next records follow.
Keys: A = FadD28 FP inh; B = VHR inh abs; C = MazF activator; D = Rv3671c inh; E = Mtb FBA inh; F = CCHF vOTU inh; G = Mtb BioA inh; H = BoNT F protease; I = Mtb UGM inh; J = GDH-TPI counter
> Cc1ccc(NC(=O)CC[C@H]2O[C@@H](n3cnc4c(NC(=O)c5ccccc5)ncnc43)[C@H](O)[C@@H]2O)cc1C
  A = -4.6 | B = / | C = / | D = / | E = -4 | F = 1 | G = 2.3 | H = -3 | I = / | J = /

> O=C(/C=C\Nc1cccc(F)c1)c1cccs1
  A = -1.4 | B = -4 | C = 5 | D = 4 | E = 2 | F = 5 | G = / | H = 0 | I = 0.8 | J = 9

> CN(C1CCCCC1)S(=O)(=O)c1ccc(NC(=O)C2CCCCC2C(=O)O)cc1 (centres undefined)
  A = -5.5 | B = 4 | C = 0 | D = -4 | E = -1 | F = 12 | G = -1.4 | H = -26 | I = 0.1 | J = 1

> O=C(CNc1cccc(S(=O)(=O)N2CCCCC2)c1)Nc1ccccc1F
  A = -4.3 | B = 10 | C = 2 | D = 5 | E = 2 | F = 4 | G = 2.5 | H = -15 | I = 2.5 | J = 6
